High-throughput results deposited in PubChem BioAssay by National Center for Advancing Translational Sciences (NCATS).
D2 PAM: positively modulates the human D2 dopamine receptor allosterically; P14416; HEK293 T-REx D2, calcium flux, EC20 dopamine potentiation; potentiation, % at 10 µM; 0.34% of 340,000 active; AID 485347;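 active = potentiation over 3 SD above the plate norm, cut at about 30% in these data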; also: 0% is about no effect
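Potentiation of an EC20 dopamine calcium response is measured in a force-coupled, tetracycline-inducible Hek293 Trex D2 line. Compound-only kinetic reads over 180 s flag agonists before dopamine addition.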
D1 agonist: activates the human D1 dopamine receptor; P21728; HEK293 T-REx D1 cells, calcium flux, agonist mode; activation, % at 2 µM; 1% of 360,000 active; also: 0% is about no effect
Target sequence (P21728 whole entry, looked up): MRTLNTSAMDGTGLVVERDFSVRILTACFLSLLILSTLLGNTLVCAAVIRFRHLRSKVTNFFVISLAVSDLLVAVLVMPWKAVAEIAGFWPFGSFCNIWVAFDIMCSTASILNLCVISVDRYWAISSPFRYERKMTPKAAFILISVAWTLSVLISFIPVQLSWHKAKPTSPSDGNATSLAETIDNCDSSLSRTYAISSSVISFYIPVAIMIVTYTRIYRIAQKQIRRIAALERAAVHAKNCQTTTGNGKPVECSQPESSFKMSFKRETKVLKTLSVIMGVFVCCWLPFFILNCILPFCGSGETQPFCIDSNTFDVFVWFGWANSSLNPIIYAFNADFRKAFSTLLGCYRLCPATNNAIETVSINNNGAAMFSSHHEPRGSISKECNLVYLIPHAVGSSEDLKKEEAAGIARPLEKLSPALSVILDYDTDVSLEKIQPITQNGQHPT
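Tetracycline-induced HEK293 TREx D1 cells, force-coupled to calcium signalling, were dye-loaded with a no-wash calcium kit. Compound was pin-added after a 10 s baseline. Fluorescence was read kinetically at 1 cycle/s for 180 s, with calcium rises flagged as agonism.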
D2 antagonist: antagonizes the human D2 dopamine receptor | 2% of 340,000 active | HEK293 TREx D2 cells, calcium flux, dopamine EC80 | P14416 | AID 485344 | inhibition, % at 10 µM; in the data active = inhibition above about 30%; also: 0% is about no effect
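Calcium mobilization kinetics were recorded at 1 s intervals in tetracycline-induced HEK293 T-REx D2 cells, first for 180 s after compound addition and then 180 s after EC80 dopamine.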
RXFP1 antag: RXFP1 (human) relaxin receptor antagonism | HEK293-RXFP1, relaxin-stimulated cAMP HTRF, 30 min; stronger effect = lower value | Q9HBX9 | activity change, negative = inhibition, % at 57.5 µM | 0.59% of 350,000 active;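 active = activity change of -60% or lower, but not beyond a set lower limit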; also: % is scaled to controls: 0 for no effect and ±100 for the full control effect
D1 antagonist: antagonists of human D1 dopamine receptor | activity change, negative = inhibition, % at 10 µM | 3.2% of 360,000 active | P21728 | HEK293 TREx D1 cells, calcium flux, dopamine EC80; stronger effect = lower value | AID 504652; in the data active = activity change below about -30%; also: % is scaled to controls: 0 for no effect and ±100 for the full control effect
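After overnight tetracycline induction at 30 C, force-coupled D1 HEK293 cells took up a no-wash calcium dye at room temperature. Compounds were added and monitored 180 s, and the response to EC80 dopamine was then recorded.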
D1 PAM: enhances dopamine response at the human D1 receptor; P21728; HEK293 TREx D1 cells, calcium flux, dopamine EC20 potentiation; potentiation, % at 10 µM; 0.036% of 360,000 active; in the data active = potentiation above about 30%; also: 0% is about no effect
TRHR agonist: activates the human TRH receptor. P34981. TRHR cells, calcium flux fluo-8, FDSS agonist mode. activation, % at 2 µM. 0.18% of 360,000 active. AID 493084; also: 0% is about no effect
Target sequence (P34981 whole entry, looked up): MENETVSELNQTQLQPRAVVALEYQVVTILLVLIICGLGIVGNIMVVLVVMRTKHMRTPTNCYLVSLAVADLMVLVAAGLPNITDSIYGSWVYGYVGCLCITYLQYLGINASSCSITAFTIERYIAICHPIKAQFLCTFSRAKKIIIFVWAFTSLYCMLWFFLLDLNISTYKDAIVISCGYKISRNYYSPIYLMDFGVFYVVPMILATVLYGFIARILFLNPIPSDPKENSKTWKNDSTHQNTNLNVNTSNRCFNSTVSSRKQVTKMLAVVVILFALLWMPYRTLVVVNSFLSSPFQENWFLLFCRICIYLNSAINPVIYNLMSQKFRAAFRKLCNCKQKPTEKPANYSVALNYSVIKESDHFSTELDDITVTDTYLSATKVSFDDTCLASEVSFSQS
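Read-out: compound-evoked intracellular calcium rise in TRHR cells, fluo-8 dye, kinetic FDSS fluorescence at 1 s/cycle following a 10-cycle baseline. Cells cultured overnight before dye loading (30 min–1.5 h, RT).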
D2 agonist: D2 dopamine receptor (human) agonism. P14416. activation, % at 2 µM. 0.53% of 340,000 active. HEK293 T-REx D2 cells, calcium flux agonist mode;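 active = activation over 3 SD above normal in the single-dose calcium agonist read, cut at about 30% in these data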; also: 0% is about no effect
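In this primary screen, compounds producing a positive calcium signal within 180 s of addition to tetracycline-induced, force-coupled HEK293 Trex D2 cells are flagged; cells are dye-loaded with a no-wash calcium kit beforehand.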
TRHR enhancer: allosterically enhances the human TRH receptor | AID 493056 | 0.66% of 360,000 active | TRHR cells, fluo-8 calcium fluorescence, EC20 TRH enhancement | enhancement, % at 2 µM; in the data active = enhancement above about 30%; also: 0% is about no effect
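Enhancer read-out: after compound pinning and an initial kinetic agonist-mode read, an EC20 of TRH (10 nM final) was injected and fluo-8 calcium signal (Ex 480/Em 530) followed at 1 s/cycle for 100 cycles in TRHR-expressing cells.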
The depositor's hits bear a star; · = not tested or not shown. Rule as the data show it, unless noted: active = activation above about 30%; inactive = the rest.

The opening nine compounds (preview)
SMILES	D2 PAM	D1 agonist	D2 antagonist	RXFP1 antag	D1 antagonist	D1 PAM	TRHR agonist	D2 agonist	TRHR enhancer
Cc1ccc(C(=O)NCCNC(=O)c2ccc(C)o2)o1	21	3	-9	6	-2	-1	0.3	0.2	-1
Cc1cc(O)ccc1NC(=S)NC(=O)c1cncc(Br)c1	4	1	0	0	-13	1	-0.2	-1.0	0
CCCn1c(SCC(=O)Nc2ccccc2C(=O)OC)nc2c1c(=O)n(C)c(=O)n2C	-2	7	8	-6	-25	1	-1.1	-0.4	13
COC(=O)c1ccc(Nc2nc(C)cc(C)n2)cc1	-5	0	-2	-3	7	6	-0.2	-0.9	0
O=C(CCc1nc2ccccc2[nH]1)N1CCc2ccccc2C1	1	-1	3	·	-8	-3	-1.6	-0.7	3
COc1cc(S(=O)(=O)n2ccc(C)n2)c(OC)cc1Cl	·	1	·	-15	0	2	-0.4	·	-1
CSc1ccccc1OCc1cc(C(=O)N(C)Cc2cnccn2)no1	10	0	1	-6	-3	2	-0.6	1.6	9
CC(C)[C@@H]1NC(=O)c2cc([N+](=O)[O-])cc(I)c2NCC[C@@H](C(N)=O)NC(=O)[C@H](CO)NC1=O	-2	0	13	·	-11	-5	-0.3	0.4	3
COc1ccc(-n2c(C)cc(/C=C3\C(=O)NN(c4ccccc4)C3=O)c2C)cc1	·	2	·	-4	-24	0	0.2	·	-1

The list itself (from the top)
SMILES	D2 PAM	D1 agonist	D2 antagonist	RXFP1 antag	D1 antagonist	D1 PAM	TRHR agonist	D2 agonist	TRHR enhancer
Cc1ccc(C(=O)NCCNC(=O)c2ccc(C)o2)o1	21	3	-9	6	-2	-1	0.3	0.2	-1
Cc1cc(O)ccc1NC(=S)NC(=O)c1cncc(Br)c1	4	1	0	0	-13	1	-0.2	-1.0	0
CCCn1c(SCC(=O)Nc2ccccc2C(=O)OC)nc2c1c(=O)n(C)c(=O)n2C	-2	7	8	-6	-25	1	-1.1	-0.4	13
COC(=O)c1ccc(Nc2nc(C)cc(C)n2)cc1	-5	0	-2	-3	7	6	-0.2	-0.9	0
O=C(CCc1nc2ccccc2[nH]1)N1CCc2ccccc2C1	1	-1	3	·	-8	-3	-1.6	-0.7	3
COc1cc(S(=O)(=O)n2ccc(C)n2)c(OC)cc1Cl	·	1	·	-15	0	2	-0.4	·	-1
CSc1ccccc1OCc1cc(C(=O)N(C)Cc2cnccn2)no1	10	0	1	-6	-3	2	-0.6	1.6	9
CC(C)[C@@H]1NC(=O)c2cc([N+](=O)[O-])cc(I)c2NCC[C@@H](C(N)=O)NC(=O)[C@H](CO)NC1=O	-2	0	13	·	-11	-5	-0.3	0.4	3
COc1ccc(-n2c(C)cc(/C=C3\C(=O)NN(c4ccccc4)C3=O)c2C)cc1	·	2	·	-4	-24	0	0.2	·	-1
c1ccc2c(NC3CCCC3)nnc(NC3CCCC3)c2c1	-23	-2	49*	1	-15	-10	0.4	16	2
CCC1CN(C(=O)N2CCC(C(=O)NCCc3ccccc3C)CC2)c2ccccc2O1 (stereo unspecified)	11	0	·	-18	2	-1	0.1	0.9	-14
C=CCN1C(=O)C(Cc2cccc(Cl)c2)S/C1=N/N=C/c1ccco1 (stereo unspecified)	-5	8	-2	-2	-13	-8	1.5	1.1	20
CCOc1cc(NC(=O)C2CC2)c(OCC)cc1NC(=O)c1cccnc1	2	3	-7	·	-2	1	0.5	-0.1	-2
O=C(/C=C/c1cccnc1)c1ccc(O)cc1	10	2	8	15	-7	1	-0.1	-0.4	11
CCCC(C(=O)O)N1C(=O)/C(=C2\C(=O)N(C)c3ccccc32)SC1=S (stereo unspecified)	-6	0	1	0	-2	1	-0.4	-1.3	-3
Cc1noc(C)c1Cc1ccc(O)cc1	5	4	-26	5	8	-1	0.0	-0.9	4
O=C(Cc1ccccc1)Nc1cc(-c2nc3cc(Cl)ccc3o2)ccc1Cl	-5	-1	·	·	0	-4	0.3	0.1	-2
O=C(CSc1nnc(-c2ccccc2F)n1CCc1ccccc1)Nc1ccc2[nH]c(=O)[nH]c2c1	3	1	6	-11	-12	-8	0.0	-0.9	-2
COc1cccc(NC(=O)COc2cc(O)c3c(c2)OC(C)(C)CC3=O)c1	-3	4	-5	·	-14	-1	-0.4	-1.3	-5
CCOc1ccc(N(CC(=O)NC2CC3CCC2C3)S(=O)(=O)c2ccccc2)cc1 (stereo unspecified)	·	2	-13	-7	7	-8	-0.7	2.6	-3
O=C1OCC2OC(O)C(O)C(O)C2OC(=O)c2cc(O)c(O)c(O)c2-c2c(O)c(O)c3oc(=O)c4c(c(O)c(O)c5oc(=O)c2c3c54)-c2c1cc(O)c(O)c2O (stereo unspecified)	0	0	22	·	4	0	-0.3	-0.7	2
Cc1ccccc1CN1C2=NCCN2c2ccccc21	-6	3	27	-4	-4	-7	1.6	2.5	10
COC(=O)c1c(NC(=O)c2cc(=O)c3cc(C)cc(C)c3o2)sc2c1CCC2	8	1	·	-8	0	1	0.1	0.0	-2
Cn1c(CNc2nc(-c3ccccc3)cs2)nnc1SCC(=O)OC1CCCCC1	3	0	-8	-6	-5	8	-0.3	-2.7	21
COc1ccc(-n2ncc(C(C)NS(=O)(=O)c3ccc(C)s3)c2C)cc1 (stereo unspecified)	12	5	-5	-23	-16	-15	-1.5	-0.4	0
Next part
SMILES	D2 PAM	D1 agonist	D2 antagonist	RXFP1 antag	D1 antagonist	D1 PAM	TRHR agonist	D2 agonist	TRHR enhancer
Cc1ccc(OCC(O)CN2CCN(CC(O)COC(C)C)CC2)c(C(C)(C)C)c1 (stereo unspecified)	-22	10	-3	-37	-6	-16	2.1	-0.2	-6
O=C(NCCCN1CCOCC1)c1ccc2nc(Cc3cccc(Cl)c3)oc2c1	5	7	-12	1	17	-4	-1.2	0.4	-5
CC(Cc1cccs1)NC(=O)c1cccs1 (stereo unspecified)	-1	3	11	7	-2	-4	-1.0	3.0	5
CC(C)C1Oc2ccccc2N(CC(=O)N2CCOCC2)C1=O (stereo unspecified)	-1	1	38*	-7	-1	-4	0.1	0.1	2
Cc1cccc(-c2noc(CCCC(=O)NC3CCCCC3)n2)c1	·	4	11	-5	-16	-10	-0.5	4.5	-5
COc1ccc(C(=O)O)cc1S(=O)(=O)NCc1cccnc1	2	1	16	5	-8	-6	1.0	0.0	4
COc1ccc(NC(=S)NCc2cccnc2)cc1	-17	1	3	6	-31*	-1	0.1	0.7	1
COc1ccc(OC)c(C2CC(=O)OC3=C2C(=O)CC(C)(C)C3)c1 (stereo unspecified)	2	2	-17	-16	15	-4	0.1	0.5	13
CCOc1ccc(-c2nc(SCC(=O)Nc3ccc(C)c(C)c3)n3[nH]c(=O)cc3n2)cc1	-2	1	·	-1	10	-2	-0.3	0.0	-1
CCN(CC)S(=O)(=O)c1cccc(C(=O)N/N=C/c2ccccn2)c1	2	4	2	2	4	2	0.3	4.5	-2
CC(=O)c1cccc(NC(=O)C2CCN(S(=O)(=O)c3ccc(C)cc3)CC2)c1	14	-2	-6	-14	-10	-8	-1.0	1.1	4
O=C(CCS(=O)(=O)Cc1ccc(Cl)cc1)NCCCN1CCOCC1	-2	2	-5	22	-1	-3	-1.0	-0.5	0
COC(C[C@H](O)C[C@H](O)[C@H](C)OCc1ccccc1)OC	12	1	38*	·	-1	0	3.2	-1.0	-6
CCSC1=C(C#N)C(c2ccc(F)cc2)CC(=O)N1 (stereo unspecified)	10	1	-4	·	-32*	-6	-0.9	-1.2	-5
O=C(Nc1nnc(Cc2ccccc2)s1)c1cnccn1	-4	1	-21	2	-17	1	0.7	0.9	-3
Cc1ccc(CNC(=O)Cn2cc(S(=O)(=O)Cc3ccccc3F)c3ccccc32)cc1	7	32*	·	-21	-12	0	-0.7	-2.0	8
COc1ccc(NS(=O)(=O)c2cccc(NC(=O)c3ccccn3)c2)cc1	2	13	6	-11	-9	-5	-0.2	1.3	-1
Cc1ccccc1Cn1c(=O)sc2ccccc2c1=O	-12	3	-2	-9	1	2	-0.2	-0.2	-3
CCOc1ccc(CN2CCN(Cc3nc(C(C)C)cs3)CC2CCO)cc1 (stereo unspecified)	-4	2	3	-21	2	1	-0.8	-0.4	12
CCOC(=O)c1sc(NC(=O)c2sccc2C)cc1C	-2	1	-19	-4	-1	-8	-0.3	-0.7	-4
CC1(C)SC(=S)N(/N=C/c2ccc(O)cc2)C1N(O)C(=O)Nc1ccc([N+](=O)[O-])cc1 (stereo unspecified)	3	4	6	-11	22	-4	0.3	0.4	0
CCN(CC)CCNC(=O)/C(=C\c1cccn1C)NC(=O)c1cccs1	-12	1	-5	-1	5	4	-0.6	-0.7	1
CCOc1cc(NC(=O)CCl)c(OCC)cc1NC(C)=O	11	1	-10	4	11	-2	0.6	0.3	6
CCOC(=O)c1cccc(NC(=O)CSc2nc3cccnc3n2C)c1	·	12	-20	-17	-13	-5	-3.1	2.6	-5
O=C(CSc1nnc(-c2ccco2)o1)Nc1cccc([N+](=O)[O-])c1	7	11	1	-4	0	0	0.1	0.0	-3
Remaining list, next part
SMILES	D2 PAM	D1 agonist	D2 antagonist	RXFP1 antag	D1 antagonist	D1 PAM	TRHR agonist	D2 agonist	TRHR enhancer
COc1ccc(CC(NC(C)=O)C(=O)NC2CCN(S(=O)(=O)c3ccc(NC(C)=O)cc3)CC2)cc1 (stereo unspecified)	2	-1	-18	22	-4	-3	2.0	1.0	-6
CC(C)(C)c1ccc(C(CC(=O)O)NC(=O)c2ccccc2F)cc1 (stereo unspecified)	-33	1	6	16	-5	-1	0.2	-0.1	-7
CCOC(=S)SCC(=O)Nc1nc(-c2ccccc2)cs1	3	1	29	·	3	4	-0.9	-1.6	-11
CC1(C)Cc2nc3sc(C(=O)NCCO)c(N)c3cc2CO1	-6	-1	11	1	-1	6	-0.1	0.0	7
CC1Cc2ccccc2N1Cc1nc2cc(C(F)(F)F)ccc2c(=O)[nH]1 (stereo unspecified)	6	3	8	-8	24	5	0.3	0.5	5
Cc1ccc2c(COC(=O)c3n[nH]c4ccccc34)cc(=O)oc2c1	20	4	-3	-2	3	1	-0.2	-0.9	3
Cc1csc(=O)n1CC(=O)OCC(=O)NC(C)c1ccc(F)cc1 (stereo unspecified)	-7	1	-3	-8	13	-2	0.1	0.4	6
CCCCOc1ccc(C(=O)Nc2ccc3c(c2)N(C(C)=O)CCC3)cc1	-6	0	·	7	12	1	-1.0	0.2	-7
COc1ccccc1Nc1cc(C(=O)NCCCN2CCOCC2)c2ccccc2n1	11	9	5	·	-5	-8	1.2	-1.2	4
COc1ccc(CC(=O)NNS(=O)(=O)c2ccc3ccccc3c2)cc1OC	·	3	·	-1	19	-4	-0.1	·	14
CSc1ccccc1NC(=O)CN(C)C(=O)CNc1ccc(C(F)(F)F)cc1[N+](=O)[O-]	-8	5	5	8	1	·	0.0	-0.3	-4
O=C(O)c1cccc(Nc2ncnc3scc(-c4ccccc4)c23)c1	2	1	·	·	-4	1	1.9	9.3	3
CC1(C#CC[N+]2(C)CCCCC2)CCC2C(O1)c1ccccc1OC2(C)C (stereo unspecified)	4	0	-22	-7	-6	5	-1.6	0.2	6
COc1ccc(N2CCN(CC(=O)c3c[nH]c4ccccc34)CC2)cc1	-7	3	-2	-3	0	-1	0.1	0.1	0
